CXCR6 inh – CXCR6 (human) receptor inhibition | O00574 | CHO-K1 PathHunter CXCR6 beta-arrestin, luminescence | inhibition, % at 20 µM | 0.36% of 360,000 active | AID 602244; in the data active = inhibition above about 34%, passing the limit was not always enough;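 note: antagonist mode with CXCL16 agonist at 10 nM final; 0% = 10 nM CXCL16 with DMSO and 100% = unstimulated wells without agonist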
Target sequence (O00574 whole entry, looked up): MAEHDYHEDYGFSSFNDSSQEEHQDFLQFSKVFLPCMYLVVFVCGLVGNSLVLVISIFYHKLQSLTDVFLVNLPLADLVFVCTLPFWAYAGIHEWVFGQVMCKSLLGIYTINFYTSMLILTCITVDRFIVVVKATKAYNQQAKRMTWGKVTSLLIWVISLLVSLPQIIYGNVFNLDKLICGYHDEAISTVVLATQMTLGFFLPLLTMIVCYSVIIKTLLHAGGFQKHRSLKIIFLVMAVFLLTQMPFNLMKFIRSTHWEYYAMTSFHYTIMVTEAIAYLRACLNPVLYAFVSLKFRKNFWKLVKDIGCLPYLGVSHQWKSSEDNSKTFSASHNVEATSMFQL
EBI2 block – EBI2 (human) antagonism; EBI2 beta-arrestin recruitment, luminescence, 7a,25-OHC stimulated; inhibition, % at 5 µM; 0.81% of 360,000 active; AID 651636; in the data active = inhibition above about 38%;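 note: enzyme fragment complementation signal reports receptor beta-arrestin coupling in cells; 0% = agonist plus DMSO wells and 100% = wells without agonist; some results beyond the cut were filed as inactive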
Target sequence (P32249 whole entry, looked up, the tested form may be a part): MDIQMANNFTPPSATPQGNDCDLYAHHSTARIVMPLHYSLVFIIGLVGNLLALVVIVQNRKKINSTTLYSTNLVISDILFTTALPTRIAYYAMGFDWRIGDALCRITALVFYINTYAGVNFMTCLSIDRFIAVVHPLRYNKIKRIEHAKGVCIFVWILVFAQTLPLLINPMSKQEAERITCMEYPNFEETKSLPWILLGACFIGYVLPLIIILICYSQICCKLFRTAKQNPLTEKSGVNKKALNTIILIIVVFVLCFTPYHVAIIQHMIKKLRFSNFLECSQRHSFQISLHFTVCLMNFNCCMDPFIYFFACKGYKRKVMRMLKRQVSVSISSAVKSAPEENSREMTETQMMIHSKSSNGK
MPTP block – permeability transition pore inhibition. inhibition, % at 10 µM. 1.4% of 360,000 active. isolated mouse mitochondria, Ca2+ swelling absorbance, 30 min;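 active = inhibition of 50% or more, scaled per plate between neutral and stimulator controls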;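 note: 0% = DMSO wells given calcium and 100% = 1 mM EGTA wells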
Starred values were filed as active, the others as inactive.

For C#CCN(C[C@@H]1[C@@H](OC(=O)NCc2ccc(OC)c(OC)c2)[C@@H](OC(=O)NCc2ccc(OC)c(OC)c2)CN(C(=O)OC(C)C)N1C(=O)OC(C)C)S(=O)(=O)c1ccc(C)cc1 the results were CXCR6 inh -9, EBI2 block 12 and MPTP block -0.9.
O=C(OCc1cn([C@@H]2CN(CC3CCCCC3)[C@@H](c3ccccc3)C[C@H]2O)nn1)c1ccccc1 was read as CXCR6 inh 1, EBI2 block 9 and MPTP block -0.8.
For Fc1ccc(CCn2c(Cn3c(-c4cnccn4)nc4ccccc43)nc3ccccc32)cc1 the results were CXCR6 inh -10, EBI2 block 11 and MPTP block -1.3.
Screening Cc1cnc(CNc2nc3cc(-c4ccccc4C)sc3c(=O)n2C)cn1 returned CXCR6 inh 16, EBI2 block 28 and MPTP block 0.1.
C[C@H](CO)N1C[C@H](C)[C@H](CN(C)C(=O)Nc2ccc(N3CCN(C)CC3)cc2)OCc2cnnn2CCCC1=O was read as CXCR6 inh -1, EBI2 block -1 and MPTP block 0.1.
`O=C(NCCc1c[nH]c2ccccc12)OC1CC2CC1[C@H]1CCCCN1C2=O` (stereo partly drawn) gave CXCR6 inh 6, EBI2 block 13 and MPTP block 0.2.
OC[C@@H]1CN(Cc2ccc(F)cc2)C[C@H](n2cnc3c(N4CCN(c5ccccc5)CC4)ncnc32)O1 was read as CXCR6 inh -5, EBI2 block 17 and MPTP block 0.0.
Screening c1nnc(NCNc2nncs2)s1 returned CXCR6 inh -8, EBI2 block 7 and MPTP block -0.6.
For COc1ccc(Cl)c(-c2cc(C(=O)Nc3ccc(F)cc3)[nH]n2)c1 the results were CXCR6 inh -10, EBI2 block 5 and MPTP block 18.
For Cn1c(NCc2ccncc2)nc2cc(-c3ccsc3)sc2c1=O the results were CXCR6 inh 3, EBI2 block 6 and MPTP block -0.8.
Cn1c(=O)c2cc(NC(=O)CCc3ccccc3)ccc2n1Cc1cccc(C(F)(F)F)c1 was read as CXCR6 inh -5, EBI2 block 6 and MPTP block 0.8.
For CCCNC(=O)c1cc2c(c(-c3cccc(-c4cc5ccccc5o4)c3)n1)[C@H](CCO)N(C(=O)NC(C)C)C2 the results were CXCR6 inh 5, EBI2 block 21 and MPTP block -3.5.
`Cc1ccc(CN2CCC[C@]3(N[C@H](c4ccccc4)[C@@H]4C(=O)N(Cc5ccccc5)C(=O)[C@@H]43)C2=O)cc1` gave CXCR6 inh -3, EBI2 block 12 and MPTP block -2.5.
`C[C@@H]1CN([C@H](C)CO)C(=O)CCCn2cc(nn2)CO[C@H]1CN(C)S(=O)(=O)c1cccs1` gave CXCR6 inh 0, EBI2 block 13 and MPTP block -0.6.
For CN(C)c1ccc(-c2ccnc3c2CC(C)(C(=O)NCc2cccs2)O3)cc1 (stereo not drawn) the results were CXCR6 inh 8, EBI2 block 3 and MPTP block 0.1.
`c1ccc2c(c1)-c1nc3ccccc3cc1C2N1CCCCC1` (stereo not drawn) gave CXCR6 inh 4, EBI2 block -5 and MPTP block -0.2.
Screening CCN1CCN(C(C(=O)NC2CCCCC2)C2CC2)CC1 (stereo not drawn) returned CXCR6 inh -4, EBI2 block -1 and MPTP block -1.5.
For COC(=O)[C@]12CCCCC=C1N(Cc1ccccc1)C(=O)[C@H](CC(=O)NCc1ccccc1)C2 the results were CXCR6 inh 4, EBI2 block 2 and MPTP block -0.1.
COc1ncccc1-c1ccc2nncn2c1 was read as CXCR6 inh -6, EBI2 block -8 and MPTP block -1.5.
For CCc1cccc(NC(=O)COC(=O)C2COc3ccccc3O2)c1 (stereo not drawn) the results were CXCR6 inh -7, EBI2 block -6 and MPTP block 0.3.
`COc1ccc(-c2nc3ccc(C)cn3c2Cc2cccc(Cl)c2)cc1OC` gave CXCR6 inh 25, EBI2 block 32 and MPTP block -3.3.
Screening COc1cccc(C(O)c2nc(-c3ccc4ccccc4c3)cs2)c1 (stereo not drawn) returned CXCR6 inh -5, EBI2 block -6 and MPTP block 0.8.
`CCOC(=O)CCCCCC(=O)Nc1ccc2c(c1)C(=O)N([C@@H](C)CO)C[C@@H](C)[C@H](CN(C)S(=O)(=O)c1cccs1)OCCCC[C@H](C)O2` gave CXCR6 inh 0, EBI2 block -8 and MPTP block 1.0.
Screening Cc1ccc(NC(=O)CNC(=O)C23CC4CC(CC(C4)C2)C3)nc1 returned CXCR6 inh -6, EBI2 block -15 and MPTP block -1.1.
`CSc1ccc(CN2CCC(C)(Oc3ccccc3C)C2)cc1` (stereo not drawn) gave CXCR6 inh 2, EBI2 block 9 and MPTP block 0.1.
For CCC[C@H]1CN(c2ccc(OC)cc2)C(=O)[C@@H]1CC(=O)Nc1ccccc1 the results were CXCR6 inh 6, EBI2 block 0 and MPTP block 0.1.
Screening Cc1cc(C(=O)Nc2cccc3ccccc23)oc1C returned CXCR6 inh 1, EBI2 block -9 and MPTP block -1.0.
For COc1ccc(OC)c(CCNC(=O)Cc2ccc(NC(=O)C3=C(C)OCCS3)cc2)c1 the results were CXCR6 inh 2, EBI2 block 3 and MPTP block 0.1.
Screening COc1ccc(OCCN2CCC(C(=O)NC(c3ccccc3)c3ccc4ccccc4n3)CC2)cc1 (stereo not drawn) returned CXCR6 inh 15, EBI2 block 49* and MPTP block 1.0.
Screening Cc1ccc(S(=O)(=O)NC(=O)C2(C)CCN2C(=O)C2CC2)cc1 (stereo not drawn) returned CXCR6 inh -2, EBI2 block -11 and MPTP block -2.1.
CC(=O)c1ccc2ccccc2c1OC(=O)c1ccncc1 was read as CXCR6 inh 1, EBI2 block -22 and MPTP block 0.5.
O=[N+]([O-])c1ccc2cn(C3OC(CO)C(O)C3O)nc2c1 (stereo not drawn) was read as CXCR6 inh -8, EBI2 block -14 and MPTP block -0.4.
COC(=O)[C@@]1(Cc2ccc(OC)cc2)[C@H]2c3cc(C(=O)N4CCCC4)n(Cc4ccsc4Br)c3C[C@H]2CN1C(=O)c1ccccc1 was read as CXCR6 inh 12, EBI2 block 20 and MPTP block -3.0.
Screening C#Cc1ccc(NC(=O)C2(C)CCN2C(=O)c2cc(C)n(C)n2)cc1 (stereo not drawn) returned CXCR6 inh -1, EBI2 block -2 and MPTP block -0.8.
`CN(C)CCNc1ncnc2c1ncn2[C@H]1CN(Cc2cccnc2)C[C@@H](CO)O1` gave CXCR6 inh -7, EBI2 block -3 and MPTP block -1.0.
`CC(C)CN(C(=O)COc1ccccc1C(=O)NCc1ccccc1)C1CCS(=O)(=O)C1` (stereo not drawn) gave CXCR6 inh -1, EBI2 block -4 and MPTP block -0.3.
For Cc1ccccc1-c1cnc(C(O)c2cccc(C)c2C)[nH]1 (stereo not drawn) the results were CXCR6 inh -6, EBI2 block -6 and MPTP block -1.3.
Screening C[C@@H]1CN([C@@H](C)CO)C(=O)c2cc(Br)cnc2O[C@H]1CN(C)C(=O)c1ccccc1F returned CXCR6 inh -11, EBI2 block -10 and MPTP block -0.1.
Screening O=C(O)c1ccccc1NC(=O)C1CCN(S(=O)(=O)c2ccc3c(c2)OCCO3)CC1 returned CXCR6 inh 6, EBI2 block -6 and MPTP block -0.7.
CN(C1=NS(=O)(=O)N=C(N(C)c2ccccc2)O1)c1ccccc1 was read as CXCR6 inh 1, EBI2 block 30 and MPTP block 0.4.

Grouped by structure: those above with two or more sulfur atoms.
Screening c1nnc(NCNc2nncs2)s1 returned CXCR6 inh -8, EBI2 block 7 and MPTP block -0.6.
For Cn1c(NCc2ccncc2)nc2cc(-c3ccsc3)sc2c1=O the results were CXCR6 inh 3, EBI2 block 6 and MPTP block -0.8.
`C[C@@H]1CN([C@H](C)CO)C(=O)CCCn2cc(nn2)CO[C@H]1CN(C)S(=O)(=O)c1cccs1` gave CXCR6 inh 0, EBI2 block 13 and MPTP block -0.6.
`CCOC(=O)CCCCCC(=O)Nc1ccc2c(c1)C(=O)N([C@@H](C)CO)C[C@@H](C)[C@H](CN(C)S(=O)(=O)c1cccs1)OCCCC[C@H](C)O2` gave CXCR6 inh 0, EBI2 block -8 and MPTP block 1.0.

The listing continues:
For CC(=O)Nc1ccc(SCC(=O)NC(=O)c2ccc(Cl)cc2)cc1 the results were CXCR6 inh 4, EBI2 block -3 and MPTP block -0.7.
CN(Cc1c(C(=O)N/N=C/c2ccccc2O)nnn1-c1nonc1N)C1CCCCC1 was read as CXCR6 inh -5, EBI2 block 2 and MPTP block 0.4.
`O=CNc1cc(-c2ccc(C(=O)NC3CC3)cc2)cn2c(-c3ccccc3)cnc12` gave CXCR6 inh 6, EBI2 block 13 and MPTP block -0.1.
For O=C(OCC(=O)N1CCC(Cc2ccccc2)CC1)c1ccc(O)cc1 the results were CXCR6 inh -2, EBI2 block -7 and MPTP block -0.8.
Cc1cc2nc(C3CCCCC3)c(Cc3ccccc3C(F)(F)F)n2c(C)c1Br was read as CXCR6 inh -1, EBI2 block -25 and MPTP block -0.6.
Screening O=C(Nc1ccc(C(=O)N2CCCC2)cc1)c1cc(F)c(F)cc1Cl returned CXCR6 inh 0, EBI2 block 1 and MPTP block 0.6.
`O=C1[C@@H](c2ccccc2)CC[C@@H]2C=CC[C@H]3CCN1[C@@H]32` gave CXCR6 inh -2, EBI2 block -2 and MPTP block 0.8.
CCc1nc2ccc(C(=O)NCCC(C)C)cn2c1N(CC)CCN(C)C was read as CXCR6 inh -6, EBI2 block -4 and MPTP block 0.1.
`C[C@@H]1CN([C@@H](C)CO)C(=O)c2cc(NS(=O)(=O)c3ccc(F)cc3)ccc2O[C@@H](C)CCCCO[C@H]1CN(C)C(=O)NC1CCCCC1` gave CXCR6 inh 3, EBI2 block 2 and MPTP block 0.9.
For Cc1ccccc1S(=O)(=O)NC(=O)C1(C)CCN1C(=O)CCc1ccccc1 (stereo not drawn) the results were CXCR6 inh -3, EBI2 block -2 and MPTP block -0.5.
`CC(=O)Nc1ccc(NC(=O)C2(C)Cc3c(-c4cccc(C(F)(F)F)c4)ccnc3O2)cc1` (stereo not drawn) gave CXCR6 inh -3, EBI2 block 1 and MPTP block -0.2.
Screening Cc1ccc(S(=O)(=O)N(CCc2ccccc2)c2ccc3c(c2)C2CC3CCN2C(=O)OCc2ccccc2)cc1 (stereo not drawn) returned CXCR6 inh 9, EBI2 block 16 and MPTP block -1.5.
COC(=O)C[C@H]1C[C@@H]2c3cc(NS(=O)(=O)c4cccc(OC)c4)ccc3O[C@@H]2[C@@H](CO)O1 was read as CXCR6 inh 0, EBI2 block 4 and MPTP block -0.6.
`CCc1nc2ccc(C(=O)NCCOc3ccc(OC)cc3)cn2c1N(C)CCCc1ccccc1` gave CXCR6 inh 16, EBI2 block 58* and MPTP block 0.0.
CC(C)=C(C)c1cc2nc(NCCCN(C)C)n(C)c(=O)c2s1 was read as CXCR6 inh -7, EBI2 block -3 and MPTP block 0.7.
Screening COc1ccc(CN2C[C@@H](CO)O[C@@H](n3cnc4c(NCc5ccncc5)ncnc43)C2)cc1 returned CXCR6 inh 1, EBI2 block -4 and MPTP block -0.1.
CCN(CC)C(=O)C1=C(C)N(Cc2ccccc2)C(=O)C(CC(=O)NC2CC2)C1 (stereo not drawn) was read as CXCR6 inh -4, EBI2 block -7 and MPTP block -0.5.
For Cc1ccc(C(=O)OCC(=O)Nc2cccc(S(=O)(=O)N3CCCCC3)c2)s1 the results were CXCR6 inh -10, EBI2 block -2 and MPTP block -1.3.
`COc1cccc(C(O)c2nc(-c3cccc(C(=O)O)c3)cs2)c1` (stereo not drawn) gave CXCR6 inh -8, EBI2 block -5 and MPTP block 0.0.
CCCNC(=O)C1(C)CCN1C(=O)C/C=C/c1ccccc1 (stereo not drawn) was read as CXCR6 inh -2, EBI2 block 0 and MPTP block 0.6.
For CC(C)C1C(=O)N(Cc2cn(CCC3OCCO3)nn2)CCS(=O)(=O)N1Cc1ccc(-c2ccccc2)cc1 (stereo not drawn) the results were CXCR6 inh -7, EBI2 block 18 and MPTP block -2.3.
Screening CC1=C(C(=O)N(C(C)C)C(C)C)CC(CC(=O)NCCCN(C)C)C(=O)N1Cc1ccccc1 (stereo not drawn) returned CXCR6 inh -11, EBI2 block -13 and MPTP block 0.2.
For COc1ccccc1Cc1c(-c2cccc(Br)c2)nc2ccc(Br)cn12 the results were CXCR6 inh 10, EBI2 block -4 and MPTP block 0.0.
For O=C1NC[C@H](CCCCN2C[C@@H](Cc3ccccc3)N(CC3CCCCC3)C(=O)C2=O)N(CCC2CCCCC2)C1=O the results were CXCR6 inh 8, EBI2 block -2 and MPTP block -5.7.

Four compounds picked at random from those above, as already listed:
Screening C#Cc1ccc(NC(=O)C2(C)CCN2C(=O)c2cc(C)n(C)n2)cc1 (stereo not drawn) returned CXCR6 inh -1, EBI2 block -2 and MPTP block -0.8.
Cn1c(=O)c2cc(NC(=O)CCc3ccccc3)ccc2n1Cc1cccc(C(F)(F)F)c1 was read as CXCR6 inh -5, EBI2 block 6 and MPTP block 0.8.
Screening C[C@@H]1CN([C@@H](C)CO)C(=O)c2cc(Br)cnc2O[C@H]1CN(C)C(=O)c1ccccc1F returned CXCR6 inh -11, EBI2 block -10 and MPTP block -0.1.
For C#CCN(C[C@@H]1[C@@H](OC(=O)NCc2ccc(OC)c(OC)c2)[C@@H](OC(=O)NCc2ccc(OC)c(OC)c2)CN(C(=O)OC(C)C)N1C(=O)OC(C)C)S(=O)(=O)c1ccc(C)cc1 the results were CXCR6 inh -9, EBI2 block 12 and MPTP block -0.9.

A portion of the library (hit frequency here may not be typical).
